Screens as filed in PubChem.
MITF inh: human MITF inhibition, primary screen; 650,000 compounds, 0.91% hits; AlphaScreen MITF homodimerization, bead proximity signal; inhibition, % at 2.6 µM; O75030; AID 1259374; in the data active = inhibition above about 50%;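 also: 0% = vehicle wells with protein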
Target sequence (O75030 whole entry, looked up): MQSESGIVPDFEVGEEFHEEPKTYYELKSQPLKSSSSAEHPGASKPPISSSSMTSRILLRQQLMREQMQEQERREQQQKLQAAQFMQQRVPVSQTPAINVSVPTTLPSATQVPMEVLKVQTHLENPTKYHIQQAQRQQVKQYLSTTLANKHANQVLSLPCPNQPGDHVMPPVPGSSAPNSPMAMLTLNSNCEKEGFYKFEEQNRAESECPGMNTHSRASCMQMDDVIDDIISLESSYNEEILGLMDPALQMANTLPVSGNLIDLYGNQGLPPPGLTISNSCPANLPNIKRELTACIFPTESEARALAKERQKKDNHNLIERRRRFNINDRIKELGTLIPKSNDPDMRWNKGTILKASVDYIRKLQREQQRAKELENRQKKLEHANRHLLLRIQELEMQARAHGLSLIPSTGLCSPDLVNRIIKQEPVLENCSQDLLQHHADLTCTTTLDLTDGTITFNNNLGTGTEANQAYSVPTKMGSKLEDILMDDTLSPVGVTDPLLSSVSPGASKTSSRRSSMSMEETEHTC
FBW7 activator: activators of human E3 ligase FBW7; AID 1259310; AlphaScreen FBW7–phospho-cyclin E peptide binding, activator screen; 650,000 compounds, 0.13% hits; Q969H0; normalized activity (activation), % at 26.1 µM; in the data active = normalized activity above about 1.9%;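 also: purified mutant Fbw7 with reduced substrate affinity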
TEAD-YAP inh: TEAD-YAP interaction inhibition; AID 1259422; inhibition, % at 9.12 µM; HEK-TIYL cells, TEAD-Gal4/YAP UAS-luciferase luminescence; 640,000 compounds, 1.4% hits; in the data active = inhibition above about 32%;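 also: 0% = median of test compound wells and 100% = reference inhibitor wells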
GPR151 activ: activates the human receptor GPR151; Q8TDV0; PathHunter beta-arrestin GPR151 cells, luminescence; 650,000 compounds, 1% hits; AID 1508602; activation, % at 11.2 µM; in the data active = activation above about 4.9%;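 also: 0% = median of compound wells and 100% = cells with positive control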
Target sequence (Q8TDV0 whole entry, looked up): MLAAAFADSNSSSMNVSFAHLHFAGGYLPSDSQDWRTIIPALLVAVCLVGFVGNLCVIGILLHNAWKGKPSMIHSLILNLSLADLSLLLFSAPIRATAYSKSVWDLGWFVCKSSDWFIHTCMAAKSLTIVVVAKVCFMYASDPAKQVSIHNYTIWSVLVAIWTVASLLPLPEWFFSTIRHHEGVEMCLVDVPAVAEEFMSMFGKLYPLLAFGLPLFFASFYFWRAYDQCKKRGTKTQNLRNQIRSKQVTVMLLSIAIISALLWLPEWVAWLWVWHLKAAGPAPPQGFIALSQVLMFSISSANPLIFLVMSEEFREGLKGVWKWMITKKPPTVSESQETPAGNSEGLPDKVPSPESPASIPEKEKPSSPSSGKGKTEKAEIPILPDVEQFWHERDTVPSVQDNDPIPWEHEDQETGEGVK
Active calls of the source: *; & = joins results of further samples.

nr	compound	MITF inh	FBW7 activator
1	COc1cccc(N2C[C@@H]3C[C@@H](c4cn[nH]c4-c4cccc(F)c4)N4CCC[C@@]34C2=O)c1	-1	0.1
2	Cc1nc(SCC(=O)NC2CCCC2)c2c(C)c(C)sc2n1	-2	0.0
3	NS(=O)(=O)c1ccc(N/N=C/c2cccs2)c([N+](=O)[O-])c1	-8	0.4
4	CC1=C(C(=O)OC(C)C)C(c2cccc([N+](=O)[O-])c2)NC(=S)N1 (centres undefined)	11	0.0
5	Cc1ccc(NC(=O)COC(=O)CCc2ccco2)cc1C	-10	0.2
6	COc1ccc(-c2nc3s/c(=C\c4ccccc4)c(=O)n3n2)cc1	11	-0.1
7	Cc1cc(C)cc(N2CCN(C(=O)Cn3cc(NC(=O)c4ccco4)cn3)CC2=O)c1	5	-0.2
8	CCCCC1=NN(C(=O)c2ccc(F)cc2)C(O)(C(F)(F)F)C1 (centres undefined)	12	0.4
9	Cc1cc(Cl)ccc1N(CC(=O)Nc1ccc(F)cc1F)S(C)(=O)=O	1	0.1
10	COc1ccc(S(=O)(=O)NCc2ccc(C(=O)NC3CCCCC3C)cc2)cc1 (centres undefined)	14	1.0

nr	TEAD-YAP inh	GPR151 activ
1	-4	-0.7
2	-9	-0.6
3	14	-0.5
4	-2	0.4
5	4	6.3*
6	3	0.8
7	9	-0.9
8	3	-0.3
9	-9	-1.4
10	7	-1.0

Five records drawn at random from those above:
nr	compound	MITF inh	FBW7 activator
4	CC1=C(C(=O)OC(C)C)C(c2cccc([N+](=O)[O-])c2)NC(=S)N1 (centres undefined)	11	0.0
2	Cc1nc(SCC(=O)NC2CCCC2)c2c(C)c(C)sc2n1	-2	0.0
3	NS(=O)(=O)c1ccc(N/N=C/c2cccs2)c([N+](=O)[O-])c1	-8	0.4
8	CCCCC1=NN(C(=O)c2ccc(F)cc2)C(O)(C(F)(F)F)C1 (centres undefined)	12	0.4
7	Cc1cc(C)cc(N2CCN(C(=O)Cn3cc(NC(=O)c4ccco4)cn3)CC2=O)c1	5	-0.2

nr	TEAD-YAP inh	GPR151 activ
4	-2	0.4
2	-9	-0.6
3	14	-0.5
8	3	-0.3
7	9	-0.9

Further entries
nr	compound	MITF inh	FBW7 activator
11	CCCCN(C)C(=O)CSc1nc(O)c(C(C)C)c(=O)[nH]1	17	0.7
12	c1ccc(-c2nonc2NCn2cnnn2)cc1	1	0.0
13	COCCn1c(O)c(/C=N/c2ccnc(=O)[nH]2)c(=O)[nH]c1=S	-2	-0.1
14	COc1ccc(NC(=O)c2cccc(N3C(=O)c4ccc([N+](=O)[O-])cc4C3=O)c2)cc1	10	0.0
15	CCCOc1ccc(Cn2c(C)nc([N+](=O)[O-])c2SCC(O)COC)cc1[N+](=O)[O-] (centres undefined)	10	0.9
16	CC(C)S(=O)(=O)NCc1nnc2n1CCN(C/C=C/c1ccc(N(C)C)cc1)CC2	-8	-0.2
17	O=C1CCN(C(=O)COc2ccc(Cl)cc2Cl)c2ccccc2N1	1	0.0
18	COc1ccc(CCNC(=O)C2CC=CCC2C(=O)O)cc1 (centres undefined)	-1	-0.1
19	CCCCOC(=O)C1=C(C)NC2=C(C(=O)CC(C)(C)C2)C1c1ccc(OCC)c(OC)c1 (centres undefined)	4	0.4
20	CCCNc1nc(Nc2ccccc2)ncc1C	-2	0.1

nr	TEAD-YAP inh	GPR151 activ
11	7	3.2
12	-8	-2.8
13	-10	0.8
14	11	-3.2
15	11	-0.3
16	-4	0.5
17	-4	3.7
18	-2	0.8
19	-10	-0.5
20	7	-0.2

In the list so far, 2 have two or more sulfur atoms:
nr	compound	MITF inh	FBW7 activator
2	Cc1nc(SCC(=O)NC2CCCC2)c2c(C)c(C)sc2n1	-2	0.0
3	NS(=O)(=O)c1ccc(N/N=C/c2cccs2)c([N+](=O)[O-])c1	-8	0.4

nr	TEAD-YAP inh	GPR151 activ
2	-9	-0.6
3	14	-0.5

(list continues)
nr	compound	MITF inh	FBW7 activator
21	O=C1C(=O)N(CO)C(c2ccccc2)/C1=C(/O)c1ccccc1 (centres undefined)	-30	0.0
22	Cc1ccccc1-c1nc(CS(=O)(=O)CC(=O)N(C)Cc2ccccc2)c(C)o1	-1	-0.2
23	Cc1cccc(C)c1Nc1nnc(SCC(=O)O)s1	5	0.0
24	CC(C)n1cnc2c(Nc3ccc4c(c3)OCO4)nc(Nc3ccccc3)nc21	12	0.0
25	COC(=O)c1cc(C(=O)OCC(N)=O)cc([N+](=O)[O-])c1	-16	0.0
26	COc1ccc(N2CCN(S(=O)(=O)c3c[nH]c(=O)[nH]c3=O)CC2)cc1	12	0.8
27	CCOc1ccccc1/C=C1/SC(N2CCCC2)=NC1=O	-1	-0.1
28	CCCCN(CCCC)CCC(=O)NN1S(=O)(=O)c2ccccc2S1(=O)=O	-4	0.0
29	COC(=O)Cc1nc(N2CCN(Cc3ccccc3)CC2)c2c(C)c(C)sc2n1	7	0.0
30	O=C(O)c1cc(Cl)nc2ccccc12	-4	-0.2

nr	TEAD-YAP inh	GPR151 activ
21	-6	0.3
22	17	-0.9
23	3	-1.2
24	5	0.4
25	-6	-0.2
26	-6	-0.2
27	-3	1.0
28	3	0.3
29	-2	-0.4
30	1	0.6

Carrying on:
nr	compound	MITF inh	FBW7 activator
31	Cc1cccc(N(CC(=O)NCc2ccccc2)C(=O)CCC(=O)Nc2ccccn2)c1C	1	-0.1
32	COC(=O)C1=C(C)NC2=C(C(=O)CC(c3ccc(Cl)cc3)C2)C1c1ccc(OC)cc1OC (centres undefined)	-4	0.0
33	O=C1NC(=O)/C(=C\c2ccc(N3CCCC3)c(F)c2)S1	-2	-0.2
34	CCOc1cc(/C=C/C(=O)O)cc(I)c1OCC	12	0.0
35	CC1CN(C(=O)CCC(=O)NCc2cccs2)c2ccccc2O1 (centres undefined)	6	0.0
36	CCC(=O)Nc1ccc(C(=O)Nc2c[nH]c(=O)[nH]c2=O)cc1	-8	0.1
37	CNCc1cc(Br)c(OCC(=O)Nc2ccccc2OC)c(OC)c1	16	0.1
38	CC(=O)Nc1ccc(N2Cc3ccccc3C2)cc1	6	-0.3
39	COc1ccc(S(=O)(=O)N2CCC(C(=O)N3CCC(C(N)=O)CC3)CC2)cc1Cl	-12	0.0
40	Cc1ccc(C2CC(=O)NC(SCc3ccccc3)=C2C#N)o1 (centres undefined)	-1	-0.2

nr	TEAD-YAP inh	GPR151 activ
31	2	-0.3
32	10	0.4
33	-25	-1.8
34	8	1.3
35	1	1.8
36	6	-0.5
37	3	0.4
38	0	0.1
39	5	0.0
40	-1	0.4

Carrying on:
nr	compound	MITF inh	FBW7 activator
41	CN1CCN(c2nc3c(c(=O)[nH]c(=O)n3C)n2Cc2cccc3ccccc23)CC1	9	0.0
42	O=C(NCCN1CCOCC1)c1ccc2nc(NCc3ccc4c(c3)OCO4)sc2c1	7	-0.2
43	NC(=O)c1ccsc1NC(=O)c1ccc2ncsc2c1	3	0.5
44	COc1cccc(CN2CCc3nnc(C(NC(=O)C4CCOC4)C(C)C)n3CC2)c1 (centres undefined)	3	-0.2
45	O=C(C1CC1)N1CCc2ccc(NS(=O)(=O)C3CCCCC3)cc21	10	0.1
46	CCC(C)NCCOCCOc1ccccc1 (centres undefined)	-9	0.0
47	COc1ccc(C(c2c(C)n(C)n(-c3ccccc3)c2=O)c2c(C)n(C)n(-c3ccccc3)c2=O)c(OC)c1OC	-2	-0.1
48	Cc1cccc(NC(=O)Cn2c(=O)c(=O)n(Cc3ccccc3)c3ccc(Cl)cc32)c1	2	0.3
49	COc1cccc(CNc2nn[nH]n2)c1OC	12	0.0
50	CCn1c(SC(C)C)nc2ccccc2c1=O	1	-0.1

nr	TEAD-YAP inh	GPR151 activ
41	-3	0.0
42	-56	-0.4
43	23	-10
44	12	-1.2
45	-1	-0.7
46	4	-1.6
47	-4	-0.9
48	-5	1.1
49	8	8.4*
50	4	1.0

Continued:
nr	compound	MITF inh	FBW7 activator
51	CC(C)Cc1ccc(C#N)c(SC2CC(=O)N(c3ccc(Br)cc3)C2=O)n1 (centres undefined)	9	0.1
52	O=C(CCn1c(=S)[nH]c2ccccc2c1=O)NCCCN1CCCC1=O	-58	0.5
53	CCOC(=O)c1sc2nc(C)nc(NCC3COc4ccccc4O3)c2c1C (centres undefined)	-6	0.0
54	CCOc1cc(CO)ccc1OCc1ccc(C(=O)O)cc1	11	0.3
55	O=C(c1ccccc1O)N1N=C(C(F)(F)F)CC1(O)c1ccc([N+](=O)[O-])cc1 (centres undefined)	12	-0.5
56	CCCCNC(=O)CCCCCNS(=O)(=O)c1ccc(OC)cc1	9	-0.2
57	O=C(Nc1ccc(F)c(Cl)c1)c1cn(-c2ccc(F)cc2F)c(=O)c2ccccc12	13	0.4
58	CC(=O)Oc1ccc(C(=O)Nc2ccc(C#N)cc2)cc1	-8	-0.4
59	Cc1ccc(S(=O)(=O)n2ncc3cc(Nc4ccccc4)cnc32)cc1	-2	0.1
60	O=C(NCc1cccc(CNC(=O)NCc2ccco2)c1)NCc1ccco1	-10	0.1

nr	TEAD-YAP inh	GPR151 activ
51	-3	-0.5
52	-11	-1.3
53	13	1.6
54	-10	-1.3
55	2	0.7
56	-8	-0.1
57	8	-0.4
58	-37	-1.9
59	0	0.6
60	1	-0.7

More records.
nr	compound	MITF inh	FBW7 activator
61	CCN(CC)C(=O)CN(c1ccc(C(C)C)cc1)S(C)(=O)=O	9	0.1
62	CC(=O)/C(N=Nc1cc([N+](=O)[O-])ccc1C(=O)O)=C(/O)c1ccccc1	14	0.0
63	Cc1cc(C)n(CCC(=O)NC2(c3cccc(F)c3)CCCC2)n1	-4	0.1
64	S=c1[nH]nc(-c2ccccc2)n1C1CCCCC1	-1&-9	-0.2&-0.2
65	c1ccc(N/N=C2/CCCc3nonc32)cc1	18	0.6
66	COC(=O)c1cc(Cl)c(NC(=O)CN2C(=O)c3ccccc3C2=O)cc1OC	6	0.3
67	COc1ccc(C(NC(=O)c2cccnc2C)c2nccn2C)cc1OC (centres undefined)	-3	-0.3
68	COc1ccc(N2CN=c3s/c(=C4\C(=O)Nc5ccccc54)c(=O)n3C2)cc1	-10	0.1
69	CCOc1ccc(-c2[nH]ncc2-c2ccccc2)c(O)c1	-7	-0.1
70	O=C(NC1CCCCC1)N(Cc1ccsc1)Cc1ccco1	7	0.1

nr	TEAD-YAP inh	GPR151 activ
61	8	0.3
62	1	0.8
63	3	-0.6
64	-1&-4	3.3&0.3
65	-5	-1.0
66	11	0.8
67	-7	-0.2
68	10	-1.2
69	7	0.9
70	7	-2.5

Next part.
nr	compound	MITF inh	FBW7 activator
71	COc1ccc(N2CC(C(=O)NC3CCCCC3)CC2=O)cc1 (centres undefined)	19	0.1
72	Fc1ccc(C2Nc3c(ccc(Cl)c3Cl)C3C=CCC32)cc1 (centres undefined)	-2	-0.1
73	COc1ccc(C2=N/C(=C3\OC(=O)c4ccccc43)C(=O)O2)cc1	-11	-0.1
74	COc1ccc(Nc2nn3cc(C(=O)c4ccccc4O)cnc3c2C#N)cc1	4	0.2
75	CCOCCn1c(=NC(=O)CC)sc2cc(Br)ccc21	-1	-0.1
76	CC(C)c1ccc(NC(=S)NNC(=O)c2cccnc2)cc1	20	0.1
77	CCC(C)(C(=O)NC1CCCCC1)N(C)C(=O)CNC(=O)c1ccccc1 (centres undefined)	-1	-0.1
78	Cc1ccc2[nH]c3c(=S)nc[nH]c3c2c1	-10	-0.1
79	Cc1cnc(-c2csc3ccccc23)nc1NCCOc1ccccc1	-3	0.0
80	CCN(CCN(C)C)Cc1ccc(F)c(Br)c1	27	0.4
81	CC12CC3(C)CC(C(=O)NN)(C1)CC(C(=O)NN)(C2)C3	4	-0.1
82	CCOc1ccc(-n2c(N)c(C(=O)NCc3ccco3)sc2=S)cc1	6	-0.2
83	CCc1ccccc1NC(=O)CCC(=O)OCC(=O)c1ccc(OC)cc1	-9	0.0

nr	TEAD-YAP inh	GPR151 activ
71	1	-1.3
72	0	3.9
73	-29	-3.1
74	-12	1.0
75	-5	1.0
76	-9	2.0
77	3	0.3
78	-30	0.3
79	-5	-0.6
80	8	-0.5
81	-8	0.1
82	-7	-0.5
83	1	-0.4

Looked up above.
Value of COc1ccc(Nc2nn3cc(C(=O)c4ccccc4O)cnc3c2C#N)cc1 in MITF inh: 4
Value of Cc1cnc(-c2csc3ccccc23)nc1NCCOc1ccccc1 in GPR151 activ: -0.6

Rows are unselected. Share with any hit: about 3.4%.
